Assay outcomes deposited in PubChem by several laboratories.
HRas wt GTP: modulators of GTP binding to HRas wildtype, primary screen, biochemical, bead-based flow cytometry, multiplex; GTPase HRas (Homo sapiens), P01112; GST-Ras wt beads, Bodipy-FL-GTP binding; actives lie on both sides; GTP binding activity, % at 10 µM; 190,000 compounds, 0.14% hits; AID 759, 2007;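 active = GTP binding activity at least 20% away from the 100% baseline, either lowered as inhibitor or raised as activator; inconclusive = flagged as likely green fluorescent, judged across all proteins in the well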;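 also: 0% = unlabeled GTP competition control and 100% = no-compound control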
Target sequence (P01112 whole entry, looked up): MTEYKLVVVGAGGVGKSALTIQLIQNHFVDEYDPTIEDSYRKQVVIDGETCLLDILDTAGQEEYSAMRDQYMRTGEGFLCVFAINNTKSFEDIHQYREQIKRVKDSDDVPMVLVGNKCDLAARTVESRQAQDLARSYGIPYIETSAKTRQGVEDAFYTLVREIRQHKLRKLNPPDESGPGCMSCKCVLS
Rac1 wt modul: wildtype Rac1 GTP binding modulators, primary screen, biochemical, GST-Rac1 beads, flow cytometry, multiplex | fluorescent GTP binding; actives lie on both sides; 0 = cold GTP competed, 100 = untreated | GTP binding activity (% of control), % at 10 µM | 190,000 compounds, 0.27% hits | AID 757, 2007;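 active = GTP binding activity at least 20 points away from the 100% control level, either lower or higher; inconclusive = compound flagged as likely green fluorescent, judged across all proteins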
Rac1 mut GTP: GTP binding modulators of activated mutant Rac1, primary screen, biochemical, bead-based flow cytometry, multiplex, fluorescent GTP | GST-Rac1 activated beads; actives lie on both sides; 100% means binding = to untreated wells | AID 764, 2007 | percent activity (GTP binding), % at 10 µM | 190,000 compounds, 0.11% hits;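 active = GTP binding at least 20 percentage points away from the 100% baseline, in either direction, so actives lie on both sides; inconclusive = Compound likely fluorescent itself, or too few beads counted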
GSH fluor: compound fluorescence on glutathione beads, profiling panel, artefact control, biophysical, 488/530 nm, flow cytometry; GSH beads flow cytometry, compound fluorescence 488/530 nm; active compounds read high; fluorescence (KMESF) at 10 µM; 190,000 compounds, 0.25% hits; AID 1776, 2009; in the data active = fluorescence above about 89;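 also: glutathione beads carrying GST-tagged Bcl family fusion proteins plus one bare bead set; values are compound well signal with DMSO vehicle wells as background; inactives centre near 16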
ABCB1 inh: ABCB1 efflux pump inhibitors, primary screen, cell-based, multiplex, flow cytometry, ABCG2 counter-screen; ATP-dependent translocase ABCB1 (Homo sapiens), P08183; CCRF-Adr cells, JC-1 efflux; inhibition, % at 6.6 µM; 190,000 compounds, 0.067% hits; AID 1326, 2008; in the data active = inhibition above about 40%;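 also: 0% = vehicle and 100% = reference inhibitor; higher value means more JC-1 retained so stronger ABCB1 efflux block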
ABCG2 inh: ABCG2 efflux pump inhibitors, primary screen, multiplex with ABCB1, IgMXP3 cells, flow cytometry | Broad substrate specificity ATP-binding cassette transporter ABCG2 (Homo sapiens), Q9UNQ0 | JC-1 efflux | inhibition, % at 6.6 µM | 190,000 compounds, 0.1% hits | AID 1325, 2008;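 active = inhibition above 80%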;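 also: 0% = DMSO and 100% = nicardipine control wells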
Target sequence (Q9UNQ0 whole entry, looked up): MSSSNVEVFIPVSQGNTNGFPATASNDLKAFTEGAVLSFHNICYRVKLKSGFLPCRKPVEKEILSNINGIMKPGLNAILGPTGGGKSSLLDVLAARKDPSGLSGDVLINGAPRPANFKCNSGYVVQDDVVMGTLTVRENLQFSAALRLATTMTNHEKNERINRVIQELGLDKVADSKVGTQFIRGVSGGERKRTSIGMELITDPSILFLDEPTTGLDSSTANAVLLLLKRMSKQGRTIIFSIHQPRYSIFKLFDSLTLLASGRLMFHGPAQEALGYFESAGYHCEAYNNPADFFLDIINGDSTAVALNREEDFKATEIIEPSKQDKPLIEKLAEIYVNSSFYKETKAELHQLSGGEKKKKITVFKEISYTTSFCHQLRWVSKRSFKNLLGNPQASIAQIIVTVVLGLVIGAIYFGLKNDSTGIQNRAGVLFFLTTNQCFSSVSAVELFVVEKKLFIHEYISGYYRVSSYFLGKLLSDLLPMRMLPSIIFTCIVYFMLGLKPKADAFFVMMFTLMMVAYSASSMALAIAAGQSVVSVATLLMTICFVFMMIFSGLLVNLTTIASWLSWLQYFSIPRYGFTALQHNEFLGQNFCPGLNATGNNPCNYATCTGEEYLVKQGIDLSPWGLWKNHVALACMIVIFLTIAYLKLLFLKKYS
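Times: 10 min at 25 °C | Test system: Two drug-resistant human cell lines, ABCG2 and ABCB1 | Quantity: 3 million cells/mL final, two lines in 1:1 ratio | Signal: Flow cytometry, 530 nm JC-1 signal | Dosing: Compound at 6.6 µM | Controls: Nicardipine and DMSO wells | Reagent: JC-1 as fluorescent efflux pump substrate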
Rab2 wt GTP: modulators of GTP binding to Rab2A wildtype, primary screen, biochemical, dog, bead-based flow cytometry, multiplex; GTP binding activity, % at 10 µM; Ras-related protein Rab-2A (Canis lupus familiaris), P61105; 190,000 compounds, 0.19% hits; GST-Rab2 wt beads, Bodipy-GTP binding; AID 760, 2007;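 active = GTP binding activity at least 20 points away from 100%, either lowered or raised; inconclusive = signal likely due to the compound's own green fluorescence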;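 also: 0% = beads with excess unlabeled GTP and 100% = no-compound control corrected for plate trend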
Cdc42 wt GTP: modulators of GTP binding to wildtype Cdc42, primary screen, biochemical, multiplex bead flow cytometry, Bodipy-GTP. Cell division control protein 42 homolog (Homo sapiens), P60953. GST-Cdc42 beads; actives lie on both sides. percent activity (GTP binding), % at 10 µM. 190,000 compounds, 0.2% hits. AID 761, 2007;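 active = percent activity GTP binding at least 20 points away from the 100% baseline, either down as inhibitor or up as activator; inconclusive = compound flagged as likely green fluorescent from well-wide comparison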;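 also: median bead fluorescence of bound Bodipy-FL-GTP at 100 nM; 0% = excess unlabeled GTP control and 100% = no compound control; below 100% means less GTP binding so inhibitor and above means activator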
Target sequence (P60953 whole entry, looked up): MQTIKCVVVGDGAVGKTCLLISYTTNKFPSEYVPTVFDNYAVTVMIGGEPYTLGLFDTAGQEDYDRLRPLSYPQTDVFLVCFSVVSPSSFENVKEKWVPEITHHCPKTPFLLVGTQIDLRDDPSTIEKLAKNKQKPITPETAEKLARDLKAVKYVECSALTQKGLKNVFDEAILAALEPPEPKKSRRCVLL
Pf gametocyte: late stage P. falciparum gametocyte viability inhibitors, primary screen, ATP luminescence, HTS; 150,000 compounds, 0.065% hits; P. falciparum stage V gametocytes, 24 h; AID 743093, 2013; inhibition, % at 10.9 µM;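 active = inhibition above the mean plus 3 SD of compounds within the control limits, set per campaign, cut at about 38% in these data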;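 also: 0% = DMSO wells and 100% = medium only without gametocytes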
Avidin bead fluor: green autofluorescence of compounds with avidin beads – biophysical, 488/530 nm, flow cytometry, artefact control, profiling panel; compound fluorescence 488/530 nm; active compounds read high; fluorescence (KMESF) at 10 µM; 220,000 compounds, 0.38% hits; AID 1775, 2009; in the data active = fluorescence above about 47; also: inactives centre near 10
Rab7 wt GTP bind: modulators of GTP binding to Rab7, primary screen, biochemical, wildtype, multiplex bead flow cytometry. Rab7 GTPase wild type (dog), Bodipy-FL-GTP binding. GST-Rab7 beads, fluorescent GTP binding; actives lie on both sides; untreated = 100%, excess cold GTP = 0%. GTP binding activity (percent of control), % at 10 µM. 190,000 compounds, 0.055% hits. AID 758, 2007;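 active = fluorescent GTP binding to Rab7 beads changed by at least 20 points from the 100% baseline, either direction, mostly lower; inconclusive = compound itself probably fluorescent, or too few beads counted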;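 also: median green fluorescence of bound Bodipy-FL-GTP per Rab7 bead population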
* = called active by the depositor; u = inconclusive; x = not tested or not shown. The order is random; 1.1% or so of the library scored in one or more.

Values in the order – GSH fluor	Rac1 mut GTP	Pf gametocyte	Rac1 wt modul	ABCB1 inh	ABCG2 inh	Avidin bead fluor	Rab2 wt GTP	Rab7 wt GTP bind	Cdc42 wt GTP	HRas wt GTP
COC(=O)c1[nH]c(C)c(/C(O)=C2\C(=O)C(=O)N(CCN3CCOCC3)C2c2cccnc2)c1C (stereo not given)
  31	91	12	89	0.2	1	13	93	94	95	93
COc1ccc(-c2nn(-c3ccccc3)cc2/C=N/N2C(=O)CSC2=S)cc1
  36	99	x	102	-0.4	15	15	98	98	101	100
CC1CC(CCC(=O)NC(=S)Nc2ccc(S(N)(=O)=O)cc2)C(=O)O1 (stereo not given)
  8	93	-26	93	-0.3	0	23	93	94	93	92
COc1ccccc1NCC(=O)n1nc(C)cc1C
  10	97	1	102	-0.2	3	10	99	103	97	98
CN(C)S(=O)(=O)c1ccc(NC(=O)COc2ncnc3sccc23)cc1
  17	97	-10	99	-0.1	6	11	97	105	95	98
COc1ccc(N(C(=O)Cn2cnc3ccccc32)C(C(=O)NC2CCCCC2)c2ccccc2)cc1 (stereo not given)
  28	96	x	94	1.0	0	14	97	96	99	99
O=C(NCc1cccnc1)c1cc(Cl)ccc1[N+](=O)[O-]
  8	98	6	102	1.7	2	8	100	102	101	100
COCCN1CCN(c2c3c(nc4cc(-c5cccc(F)c5)nn24)CCC3)CC1
  20	97	-34	105	8.6	19	7	102	102	100	101
CC(C)C[C@H](NC(=O)c1nc[nH]c1C(=O)N(C)Cc1ccccc1)C(=O)OC(C)(C)C
  20	91	-15	91	2.1	3	7	92	93	94	91
CCOC(=O)c1cc(-c2ccccc2)n(CC(=O)Nc2ccc(OC)c(OC)c2)c1C
  13	101	x	109	1.5	18	13	100	100	106	101
Cc1nnc(NC(=O)c2ccc(S(=O)(=O)N3CCc4ccccc4C3)cc2)o1
  24	96	49*	96	-0.6	0	5	94	96	94	95
CCCc1nc(SCc2ccccn2)c2c(=O)n(C)c(=O)n(C)c2n1
  18	100	x	103	11	10	6	99	102	99	101
CCS(=O)(=O)N1CCN(C(C)CCc2ccccc2)CC1 (stereo not given)
  20	99	x	100	0.3	0	41	99	99	101	100
c1ccc2c(c1)CC/C2=N/Nc1nc2ccccc2[nH]1
  26	99	13	104	0.1	2	12	100	100	102	99
O=C(c1cc(-c2ccccc2)on1)N1CCCc2ccccc21
  13	95	-8	96	0.4	1	19	100	105	99	100
NC(=O)CC(NC(=S)NCc1ccccc1)C(=O)O (stereo not given)
  25	103	x	108	0.0	0	5	97	97	103	99
COc1ccc(Cl)cc1NC(=O)NC(C)c1ccncc1 (stereo not given)
  18	98	-27	98	0.5	3	9	101	102	99	99
COc1ccc(CSCC(=O)N/N=C/c2ccccc2OCc2ccccc2)cc1
  58	90	x	88	0.6	4	8	89	95	91	90
CN1CCN(CCOC2Cc3ccccc3Sc3ccc(Cl)cc32)CC1 (stereo not given)
  14	97	3	101	9.1	-7	4	99	96	98	98
COc1ccc(OC)c(C(=O)c2coc3ccc(O)cc23)c1
  88*	97	13	100	0.5	7	13	99	98	101	100
Cc1ncsc1C(=O)N1N=C2/C(=C/c3ccc(N4CCOCC4)cc3)CCCC2C1c1ccc(N2CCOCC2)cc1 (stereo not given)
  44	96	x	97	2.1	4	9	96	99	95	96
CCOc1ccccc1Oc1coc2cc(OC(=O)c3ccco3)ccc2c1=O
  44	97	9	97	1.1	6	15	97	96	97	97
COc1ccc(Br)c(C(=O)N2CCN(S(=O)(=O)/C=C/c3ccccc3)CC2)c1
  19	95	-9	94	0.3	0	10	96	93	98	97
CCCNS(=O)(=O)c1ccc(OCC(=O)Nc2ccccc2F)cc1
  23	101	x	104	0.8	67	29	105	100	103	102
COc1cccc(/C=C(\C#N)C(=O)NC2CCS(=O)(=O)C2)c1 (stereo not given)
  9	101	-13	104	1.0	26	12	101	99	100	101
CCCOC(=O)CCCC[C@H]1SC[C@@H](NC(=O)OC)[C@H]1NC(=O)OC
  15	97	x	97	-0.2	-1	5	98	100	97	98
Oc1ccccc1N1CCN(c2ncccn2)CC1
  35	99	x	104	0.5	14	11	96	100	98	98
CCOC(=O)c1cn(CC(=O)Nc2ccc(OC)cc2OC)nn1
  18	99	x	99	0.2	0	5	96	93	96	97
COc1cc2c(C(=O)N3CCN(c4ccccc4)CC3)c(C)oc2cc1Br
  26	101	x	102	5.3	35	9	99	98	96	99
COc1ccc(CN2C(=O)[C@@H]3C(c4ccccc4Cl)=NO[C@@H]3C2=O)cc1
  19	100	11	101	0.8	2	8	105	101	105	105
O=C(Nc1cccc(-c2cnc3ccccc3n2)c1)c1ccc(Cl)cc1
  30	100	-2	104	-6.6	-2	20	103	103	105	104
C=C(C)CNC(=S)N1CCNC(=O)C1CC(=O)OC (stereo not given)
  4	102	6	105	0.7	0	11	101	101	102	101
O=C(NC1CCCCC1)N(CCN1CCCC1)Cc1cc2cc3c(cc2[nH]c1=O)OCCO3
  14	100	x	101	0.2	0	38	101	102	103	103
COc1ccc(NC(=O)COC(=O)c2ccc(OCc3c(C)noc3C)cc2)cc1OC
  16	98	-22	103	0.9	1	28	100	101	102	101
CC(C)CSc1n[nH]c(=S)s1
  11	u	-23	u	-1.1	-2	25	u	u	u	u
CCC(C)NS(=O)(=O)c1ccc(OCC(=O)NCC2CCCO2)cc1 (stereo not given)
  35	101	x	105	-0.9	-2	16	100	100	106	101
O=C(/C=C/Nc1cccc(C(F)(F)F)c1)C(F)(F)F
  14	99	x	98	0.2	1	39	100	99	99	101
CCc1nc(SCc2ccc(F)cc2)n[nH]1
  10	92	23	94	0.1	1	21	92	93	92	95
Cc1ccc(Cn2cnc3ccccc32)cc1
  6	89	x	91	0.6	1	5	93	91	90	91
CCC(C)C(=O)Nc1ccc(OC)cc1[N+](=O)[O-] (stereo not given)
  5	100	-17	102	0.3	1	13	100	97	100	100
O=C(NCCCN1CCCC1=O)c1nnc(Cc2c(F)cccc2Cl)o1
  70	97	8	99	0.5	1	9	102	99	103	102
CN1C(=O)C2C(c3ccc(N(C)C)cc3)=NN(Cc3ccccc3)C2C1=O (stereo not given)
  11	95	-7	98	-0.1	0	26	95	96	93	92
Cc1ccc2c(c1)c(N=NC(N)=S)c(O)n2Cc1ccccc1
  4	103	-42	103	-0.2	6	7	102	102	99	100
Cc1cc(Cl)ccc1OCCCC(=O)OCC(N)=O
  24	98	8	103	0.1	1	12	99	98	99	98
COc1ccc(OCCSc2nc3nc(C)cc(C)n3n2)cc1
  10	u	-7	u	1.2	7	8	u	u	u	u
COc1ccc(C(C(=O)NCc2ccccc2)N(Cc2ccco2)C(=O)c2cnccn2)cc1 (stereo not given)
  8	98	5	101	0.6	0	13	100	105	96	97
Cc1cc(C)n(-c2nc(C)nc(N)n2)n1
  35	101	-7	107	-0.1	3	12	103	100	109	103
COc1ccc(O[C@H]2C=C[C@@H](c3ccccc3)O[C@@H]2COC(=O)CC/C(C)=N/O[C@@H](C)c2cn([C@H](CO)Cc3ccccc3)nn2)cc1
  x	97	x	104	5.6	-4	9	100	100	98	98
CC1CN(c2nc3ccccc3nc2C(C#N)C(=O)OC2CCCCC2)CC(C)O1 (stereo not given)
  20	99	6	107	-1.0	-5	5	101	103	102	102
NS(=O)(=O)c1ccc(CCNC(=O)C2CCC(Cn3c(=S)[nH]c4ccccc4c3=O)CC2)cc1 (stereo not given)
  14	99	x	105	-0.1	0	2	100	109	99	102
COc1ccc(NC(=O)CN2CCN(S(=O)(=O)c3ccc(Cl)cc3)CC2)cc1Cl
  30	95	2	101	1.1	14	14	101	99	103	102
COc1ccc(OC)c(-c2csc(NC(=O)c3ccc4c(c3)OCO4)n2)c1
  18	98	1	101	-0.6	0	10	99	104	100	99
O=S(=O)(Nc1ccc(F)cc1)c1ccc(NC(=S)Nc2ccccc2)cc1
  38	91	4	98	-0.2	0	16	97	102	96	101
Cn1cc(C(=O)c2ccc(Cl)cc2Cl)cc1C(=O)N/N=C(\N)COc1ccc(Cl)cc1Cl
  25	101	x	104	1.6	46	19	99	96	101	100
CC1=C(C)CC(C(=O)Nc2cccc(Cl)c2)C(C(=O)O)C1 (stereo not given)
  46	96	-11	97	0.1	1	15	97	100	96	99
CCN(CC)c1nc(Nc2ccccc2)nc(Oc2ccc(=O)[nH]n2)n1
  30	97	-4	100	1.8	9	10	99	99	102	100
O=C(CCc1ccc(S(=O)(=O)N2CCOCC2)cc1)N1CCN(Cc2ccc3c(c2)OCO3)CC1
  41	99	-11	103	1.2	2	7	97	96	99	101
CCOc1ccc(C(=O)N2CCN=C2SC)cc1OCC
  13	96	20	103	0.3	2	18	101	101	101	100
O=C(Nc1ccccc1Cc1ccccc1)c1oc2ccccc2c1COc1ccccc1
  10	98	-9	101	0.1	1	1	95	97	101	99
Nc1cc(C2CCCC2)nn1-c1ccccc1
  10	97	x	91	1.6	3	10	99	98	96	98

(continued)
Values in the order – GSH fluor	Rac1 mut GTP	Pf gametocyte	Rac1 wt modul	ABCB1 inh	ABCG2 inh	Avidin bead fluor	Rab2 wt GTP	Rab7 wt GTP bind	Cdc42 wt GTP	HRas wt GTP
Cc1c(Cl)cccc1N=Cc1ccc([N+](=O)[O-])s1
  20	u	x	u	0.3	1	36	u	u	u	u
COC(=O)c1nnn(-c2nonc2N)c1CN1CCc2ccccc21
  32	101	x	104	1.0	11	14	101	98	104	102
COc1cccc(C2c3c(oc4ccccc4c3=O)C(=O)N2CCCN2CCOCC2)c1 (stereo not given)
  13	96	x	106	0.0	-2	6	100	102	99	101
O=C(c1cc(-c2ccco2)on1)N1CCN(C(c2ccccc2)c2ccccc2)CC1
  10	98	x	97	1.4	3	22	99	102	101	102
